Screening results from PubChem.
LMNA splice mod = changes lamin A minigene splicing in HeLa cells. Potency, µM (top dose mostly 46.1 µM), for the others: top-dose ratio change, negative = inhibition, hits mostly inhibitors. HeLa LMNA splicing GFP/RFP minigene ratio, 48 h. AID 1487. actives 0.01% (n = 200,000); active = well fitted inhibition curve with a large enough effect in the signal ratio, with a control signal flat, not every such curve was filed as active; inconclusive = small, poorly fitted or top-dose-only effect, or effect the other way, or a change in a side signal; the % refers to the signal ratio; note: % is set by controls: 0 for no effect and ±100 for the full control effect
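S3 HeLa stable clones carrying a lamin A-EGFP splicing minigene plus DsRed2 were seeded at 600 cells/well in Opti-MEM with 2% FBS, pin-dosed and incubated 48 h at 37°C. Acumen cytometry (488 nm) gave the GFP/RFP total-intensity ratio.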
Epigenetic derep = epigenetic control regulation, reporter derepression; Potency, µM (top dose mostly 53.9 µM), for the others: at the highest dose GFP activation, hits mostly activators; actives 0.2% (n = 280,000); murine LDR cells, GFP reporter derepression, 30 h; active = well fitted activation curve with a large enough effect; inconclusive = small, poorly fitted or top-dose-only effect; note: % of control where 0% means no effect; nearly all actives have a fitted effect of over 60% in size
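Murine LDR cells bearing a silenced CMV-driven GFP reporter were exposed to compound for 30 h at 37 C. After PBS washes, GFP-positive cells (20-120 um objects) counted by laser-scanning microplate cytometry.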
* hit, by the source's call; u = inconclusive; x = not tested or not shown. Potency is the fitted concentration of half-maximal effect. These rows are one share of the data, so the mix of outcomes need not match the whole.

SMILES | LMNA splice mod | Epigenetic derep
N[C@@H](Cc1cc(I)c(Oc2cc(I)c(O)c(I)c2)c(I)c1)C(=O)O | u | x
CC(O)C(N)C(=O)O (stereo unspecified) | u | x
NC[C@@H]1O[C@H](OC2[C@@H](CO)O[C@@H](OC3[C@H](O)[C@H](N)C[C@H](N)[C@H]3OC3O[C@H](CO)[C@@H](O)[C@H](O)[C@@H]3N)[C@H]2O)C(N)[C@H](O)[C@@H]1O (stereo partly specified) | -6% | x
CC(=O)O[C@]1(C(C)=O)CCC2C3CCC4=CC(=O)CCC4(C)C3(F)C(O)CC21C (stereo partly specified) | u | x
C[Si](C)(C)O[Si](C)(C)C | u | x
O=c1[nH]c(=O)n(C2C[C@H](O)[C@@H](CO)O2)cc1C(F)(F)F (stereo partly specified) | u | x
CCCCCOC(=O)Nc1nc(=O)n(C2O[C@H](C)[C@@H](O)[C@@H]2O)cc1F (stereo partly specified) | u | x
CC(C)(C)c1ccc(C(=O)CCCN2CCC(OC(c3ccccc3)c3ccccc3)CC2)cc1 | u | x
CCN(CC)CCNC(=O)c1c(C)[nH]c(/C=C2\C(=O)Nc3ccc(F)cc32)c1C | u | x
Nc1ncn(C2C[C@H](O)[C@@H](CO)O2)c(=O)n1 (stereo partly specified) | u | x
COc1cccc2c1C(=O)c1c(O)c3c(c(O)c1C2=O)C[C@](O)(C(=O)CO)C[C@@H]3O[C@H]1C[C@H](N)[C@@H](O)[C@H](C)O1 | -11% | x
NCCCC(N)CC(=O)NC1CNC(=O)C(C2CC(O)N=C(N)N2)NC(=O)/C(=C/NC(N)=O)NC(=O)C(CO)NC(=O)C(CO)NC1=O (stereo unspecified) | -7% | x
CC(O)COc1ccccc1 (stereo unspecified) | u | x
Nc1ccc2cc3ccc(N)cc3nc2c1 | u | x
CC(/C=C/C=C(\C)C(=O)O[C@@H]1O[C@H](CO[C@@H]2O[C@H](CO)[C@@H](O)[C@H](O)[C@H]2O)[C@@H](O)[C@H](O)[C@H]1O)=C\C=C\C=C(C)\C=C\C=C(/C)C(=O)O[C@@H]1O[C@H](CO[C@@H]2O[C@H](CO)[C@@H](O)[C@H](O)[C@H]2O)[C@@H](O)[C@H](O)[C@H]1O | u | x
CCCCCCCCCCCC(=O)[O][Sn]([CH2]CCC)([CH2]CCC)[O]C(=O)CCCCCCCCCCC | u | x
C[C@@H]1CCN(C(=O)[C@H](CCCNC(=N)N)NS(=O)(=O)c2cccc3c2NC[C@H](C)C3)[C@@H](C(=O)O)C1 | u | x
CCOC(=O)c1ccc(O)cc1 | u | x
O=C(O)c1cc(O)c2c(c1)[O][Bi][O]2 | u | x
[O]=[Bi][O][Bi]=[O] | u | x

(list continues)
SMILES | LMNA splice mod | Epigenetic derep
Cc1cccc(C)c1OCC(=O)Nc1c(C(=O)c2ccc(Br)cc2)oc2ccccc12 | x | 1.0%
CCCN1CCN(CCCNC(=O)c2cc3c(s2)-c2ccccc2OC3)CC1 | x | 0.0%
COc1ccc(CCCc2nnc(SCC(=O)Nc3cccc(C)c3)o2)cc1C | x | 1.5%
Cc1ccc(CNC(=O)c2cccn2-c2nnc(N3CCCC3)s2)cc1 | x | -3.4%
CCc1nn(CC(=O)NCc2cccc(OC)c2OC)c(=O)c2cc3occc3n12 | x | 1.4%
CCc1ccc(CNC(=O)c2ccc3c(c2)c(C)c(C)n3Cc2ccccc2)cc1 | x | -1.8%
CCC(CC)C(=O)N1CCc2cc(OC)c(OC)cc2C1COc1ccc2c(C)cc(=O)oc2c1 (stereo unspecified) | x | 12%
CC(=O)c1cccc(NC(=O)CCc2nc3cccnc3n2Cc2cccs2)c1 | x | -0.8%
COc1ccc(NC(=O)c2ccco2)cc1NC(=O)COc1ccccc1Cl | x | 5.8%
Cc1ccc2c(CC(=O)Nc3cccc(Cl)c3C)coc2c1 | x | 0.0%
CCc1ccc(CNC(=O)c2cc(-c3ccc(Cl)s3)nc3ccccc23)cc1 | x | -0.7%
COc1ccccc1CNc1nc2ccc(Cl)cc2n2cnnc12 | x | -6.5%
CCOC(=O)c1c(Oc2ccc(C(=O)OC)cc2)nnc(-c2ccccc2)c1-c1ccccc1 | x | -1.0%
CC(C)OC(=O)c1c(-c2ccccc2)c(-c2ccccc2)nn(C)c1=O | x | 7.4%
Cc1ccc(C(C)C)c(OCCCn2c(=O)oc3ccccc32)c1 | x | 9.8%
CC(C)OC(=O)/C(C#N)=C/c1ccc(-c2ccc(Cl)c(Cl)c2)o1 | x | 4.8%
CCC(=O)N1CCc2cc(Br)cc(S(=O)(=O)N3CCCC(C(=O)Nc4ccc(C)c(F)c4)C3)c21 (stereo unspecified) | x | -1.8%
O=S(=O)(c1ccccc1)c1nc(-c2cccs2)oc1SCc1ccccc1F | x | 7.7%
CSc1ccc(C2C(C(=O)Nc3ccccc3)=C(C)Nc3nc4ccccc4n32)cc1 (stereo unspecified) | x | 0.0%
CCC(=O)N1c2ccc(S(=O)(=O)NCc3ccc(F)cc3)cc2CC1C (stereo unspecified) | x | -1.0%

Some of the entries so far, with values under each structure:
Every second line gives: LMNA splice mod | Epigenetic derep
CCc1ccc(CNC(=O)c2ccc3c(c2)c(C)c(C)n3Cc2ccccc2)cc1
  x | -1.8%
CCC(CC)C(=O)N1CCc2cc(OC)c(OC)cc2C1COc1ccc2c(C)cc(=O)oc2c1 (stereo unspecified)
  x | 12%
CC(=O)c1cccc(NC(=O)CCc2nc3cccnc3n2Cc2cccs2)c1
  x | -0.8%
COc1ccc(NC(=O)c2ccco2)cc1NC(=O)COc1ccccc1Cl
  x | 5.8%
Cc1ccc2c(CC(=O)Nc3cccc(Cl)c3C)coc2c1
  x | 0.0%
CCc1ccc(CNC(=O)c2cc(-c3ccc(Cl)s3)nc3ccccc23)cc1
  x | -0.7%
COc1ccccc1CNc1nc2ccc(Cl)cc2n2cnnc12
  x | -6.5%
CCOC(=O)c1c(Oc2ccc(C(=O)OC)cc2)nnc(-c2ccccc2)c1-c1ccccc1
  x | -1.0%
CC(C)OC(=O)c1c(-c2ccccc2)c(-c2ccccc2)nn(C)c1=O
  x | 7.4%
Cc1ccc(C(C)C)c(OCCCn2c(=O)oc3ccccc32)c1
  x | 9.8%
CC(C)OC(=O)/C(C#N)=C/c1ccc(-c2ccc(Cl)c(Cl)c2)o1
  x | 4.8%
CCC(=O)N1CCc2cc(Br)cc(S(=O)(=O)N3CCCC(C(=O)Nc4ccc(C)c(F)c4)C3)c21 (stereo unspecified)
  x | -1.8%
O=S(=O)(c1ccccc1)c1nc(-c2cccs2)oc1SCc1ccccc1F
  x | 7.7%
CSc1ccc(C2C(C(=O)Nc3ccccc3)=C(C)Nc3nc4ccccc4n32)cc1 (stereo unspecified)
  x | 0.0%
CCC(=O)N1c2ccc(S(=O)(=O)NCc3ccc(F)cc3)cc2CC1C (stereo unspecified)
  x | -1.0%

Later entries.
SMILES | LMNA splice mod | Epigenetic derep
O=S(=O)(Nc1ccc(F)cc1F)c1ccc(-n2cccn2)cc1 | x | 2.1%
CC(=O)Nc1ccc(/C=C/c2noc(-c3ccccc3O)n2)cc1 | x | 0.1%
COc1ccccc1N1CCN(Cc2nc(-c3cc(OC)c(OC)c(OC)c3)no2)CC1 | x | -4.6%
COc1cccc(-c2cc(C(=O)Nc3ccc(F)cc3)[nH]n2)c1 | x | 1.9%
COc1ccc(C(=O)N2CCCCC2CCN2CCOCC2)cc1 (stereo unspecified) | x | 1.4%
CCOc1cc(C2c3c(oc4cc(C)cc(C)c4c3=O)C(=O)N2CCO)ccc1O (stereo unspecified) | x | -0.2%
Cc1cccc(C(=O)N(Cc2ccccc2F)C2CCS(=O)(=O)C2)c1 (stereo unspecified) | x | 0.0%
Cc1ccc2c(=O)cc(C(=O)Nc3ccc(S(=O)(=O)N4CCCCC4)cc3)oc2c1C | x | -0.8%
Cc1ccc(C(=O)CSc2nc(-c3ccccc3)nc3c2CCCC3)cc1 | x | -0.6%
Cc1ccc2oc(-c3ccc(C)c(NC(=O)c4ccc(C(C)(C)C)cc4)c3)nc2c1 | x | -1.1%
CCOCCCn1c(=N)c(C(=O)NCc2ccccc2)cc2c(=O)n3ccccc3nc21 | x | 2.8%
CCN1CCN(c2cc(C)c3cc(NC(=O)/C=C/c4cccc(Cl)c4)ccc3n2)CC1 | x | 1.4%
CCN(CC)S(=O)(=O)c1ccc2c(c1)c(=O)c(C(=O)NCc1ccc(Cl)cc1)cn2C | x | 0.0%
CSc1ccc(NC(=O)Cn2nnnc2-c2ccccc2F)cc1 | x | -0.1%
CC1=C(C(N)=O)C(c2ccc(C(C)C)cc2)n2nc(SCc3ccccc3F)nc2N1 (stereo unspecified) | x | 0.0%
COc1ccc(C2=C(C)C(N3CCN(c4ccc(OC)cc4)CC3)=NS2(=O)=O)cc1 | x | 2.5%
CCOC(=O)c1c(C)oc2ccc(N(C(C)=O)S(=O)(=O)c3c(C)cc(C)cc3C)cc12 | x | -0.5%
CCc1ccccc1Nc1cc(C(=O)NC2CCC(C)CC2)c2ccccc2n1 (stereo unspecified) | x | 5.6%
Cc1ccc(NS(=O)(=O)c2ccc3c(c2)n(C)c(=O)n3C)cc1C | x | 1.0%
CCOc1ccc(NC(=O)CCSc2nc(-c3ccc4c(c3)OCO4)cc(C(F)(F)F)n2)cc1 | x | -1.0%

More structures follow.
SMILES | LMNA splice mod | Epigenetic derep
COc1ccc(NC(=O)c2oc3ccccc3c2NC(=O)c2cc3ccccc3o2)cc1 | x | -3.3%
Cc1cc(NS(=O)(=O)c2ccc(NC(=O)COc3cc(C)c(Br)cc3C(C)C)cc2)no1 | x | 11%
O=C(CSc1ncc2c(n1)-c1cc(Cl)ccc1N(Cc1ccccc1)S2(=O)=O)NCCc1ccccc1 | x | 7.9%
Cc1ccc(-c2noc(-c3cc(-c4ccc(F)cc4)n[nH]3)n2)cc1 | x | 2.4%
CC1CCCCN1CCNC(=O)c1ccc(Cn2c(SCc3ccccc3)nc3cccnc32)cc1 (stereo unspecified) | x | 0.0%
COc1ccc(CNC(=O)c2ccc(NC(=O)N3CCSc4ncccc43)cc2)c(OC)c1 | x | -1.2%
COc1ccc(CCNC(=O)CCn2c(=O)c3ccccc3n(Cc3ccccc3C)c2=O)cc1OC | x | -1.8%
CCCCOC(=O)c1ccc(NC(=O)c2sc3nc(C)cc(C)c3c2N)cc1 | x | -1.0%
CCOc1ccc(C2NC(=O)c3c(COC)cc(C)nc3N2Cc2ccccc2)cc1OC (stereo unspecified) | x | 0.0%
CC1(C)CC(=O)c2cc(-c3nc(-c4ccc(Br)cc4)cs3)c(=O)n(-c3ccccc3)c2C1 | x | -0.9%
CCc1ccc2occ(CC(=O)Nc3sc4c(c3C(=O)OC)CCC4)c2c1 | x | 0.0%
O=C(NCCn1cc(SCc2ccc(Cl)cc2)c2ccccc21)c1cccs1 | x | -1.1%
COc1ccc(N2CCN(S(=O)(=O)c3ccc4oc(=O)c5ncn(C)c5c4c3)CC2)cc1 | x | -4.2%
Cc1cccc(-c2c3c(=O)n(C)c(=O)n(C)c3c3cnc4ccccc4n23)c1 | x | 3.8%
Cc1nc2nc(CNC(=O)OC(C)(C)C)nn2c(C)c1CCC(=O)NCc1ccc(F)cc1 | x | -1.7%
Cc1ccc(NC(=O)c2ccc3c(O)c(S(=O)(=O)c4ccc(Cl)cc4)c(=O)[nH]c3c2)cc1 | x | -0.1%
COc1cc(OC)cc(C(=O)Nc2nc(-c3nnn(-c4ccc(F)c(Cl)c4)c3C)ns2)c1 | x | -3.3%
Cc1cc(F)ccc1NC(=O)Cn1nc(N2CCN(c3ccccc3)CC2)ccc1=O | x | -0.5%
CS(=O)(=O)N1CCc2cc(C(=O)NCc3ccccc3)ccc21 | x | -1.0%
CC(=O)Nc1ccc(C(=O)CSc2nnc(-c3ccccc3)n2-c2ccccc2)cc1 | x | -1.1%

The results go on.
SMILES | LMNA splice mod | Epigenetic derep
COc1ccc(-c2nc(CSc3nnc(C)n4c3cc3sccc34)c(C)o2)cc1 | x | -1.2%
COc1ccc(Cl)cc1NC(=O)CSC1=Nc2ccccc2C2=NC(CC(=O)NC3CCCCC3)C(=O)N12 (stereo unspecified) | x | -0.4%
CCc1ccc(S(=O)(=O)c2nnn3c2nc(N2CCC(C(N)=O)CC2)c2cc(Cl)ccc23)cc1 | x | 0.8%
Cc1cc(C)n(-c2nc3ccccc3nc2Nc2ccc(C(C)C)cc2)n1 | x | 5.2%
CC(=O)Nc1ccccc1-c1nc2ccccc2n(CC(=O)c2ccc(Br)cc2)c1=O | x | -1.5%
CCOC(=O)c1ccc(N2C(=O)c3n[nH]c(-c4cccs4)c3C2c2ccc(C(C)C)cc2)cc1 (stereo unspecified) | x | 6.3%
COc1cc(C2NC(=O)c3c(sc4c3CCN(C)C4)N2)cc(OC)c1OC (stereo unspecified) | x | 0.9%
